TRb-SRC2 inh: disrupts binding of human TR beta to SRC2 | TRbeta-SRC2 peptide binding, fluorescence polarization; receptor liganded with 1 µM T3 | hit rate 0.065% among 280,000 | P10828 | AID 1469 | Potency, µM (series often up to 106 µM), inactives show top-dose activity change, negative = inhibition, actives largely listed as inhibitors;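 also: potency is read from the fitted curve at half-maximal effect; plate controls were bound peptide for no effect and peptide without receptor for full effect; nearly all actives have a fitted effect of over 50% in size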
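Read-out is fluorescence polarization (555 nm excitation, 632 nm emission) of a Texas Red SRC2 coactivator peptide; loss of signal reflects blocked binding to human TRb ligand-binding domain in the presence of 1 uM T3.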
Tau fluor cs: counter-screen for tau fibril formation inhibitors | tau K18 P301L (four-repeat tau fragment) Alexa594 fluorescence, heparin fibrillization | Potency, µM (series often up to 57.7 µM), inactives show at the highest dose activity change, negative = decrease | AID 1463 | hit rate 0.93% among 280,000; also: potency is read from the fitted curve at half-maximal effect; % is scaled to controls: 0 for no effect and ±100 for the full control effect; nearly all actives have a fitted effect of over 55% in size
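Human K18 P301L tau (15 uM unlabeled plus 0.24 uM Alexa 594-labeled, final) in 100 mM sodium acetate pH 7 was mixed with compound and 20 uM heparin and incubated 6 hr at 37 C.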
Epigenetic reg: derepresses silenced GFP reporter in murine cells; hit rate 0.2% among 280,000; Potency, µM (series often up to 53.9 µM), inactives show top-dose GFP activation, hits mostly activators; murine LDR cells, GFP reporter derepression, 30 h; also: potency is read from the fitted curve at half-maximal effect; % of control where 0% means no effect; nearly all actives have a fitted effect of over 60% in size
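In this reporter-derepression format, murine cells bearing a silenced integrated CMV-GFP locus incubate with test compound (30 h, 37 C), then are washed and imaged; fluorescent objects of 20–120 um count as induced cells.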
TexasRed fluor: alters Texas Red total fluorescence, flagging assay interference; TRb/SRC2 Texas Red total fluorescence interference; Potency, µM (highest dose often 106 µM), inactives show at the highest dose fluorescence change, negative = quenching; hit rate 0.29% among 280,000; active = well fitted curve in either direction with a large enough effect; inconclusive = small, poorly fitted or top-dose-only effect; also: potency is read from the fitted curve at half-maximal effect; % is scaled to controls: 0 for no effect and ±100 for the full control effect
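Flags fluorescent or light-absorbing compounds by total fluorescence, S + 2P, at 555 nm excitation and 632 nm emission. Mixture: 20 nM Texas Red SRC2 peptide, 0.6 uM human TRb LBD, 1 uM T3, 5% DMSO; compound exposure 5 h at ambient temperature.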
aGal spleen mod: alpha-galactosidase A (human) modulation | P06280 | human spleen homogenate, 4MU-alpha-Gal fluorescence, 40 min | Potency, µM (series often up to 80 µM), for inactives: top-dose activity change, negative = inhibition, most hits filed as inhibitors | hit rate 0.008% among 240,000 | AID 2107;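 also: potency is read from the fitted curve at half-maximal effect; 0% = enzyme with vehicle and -100% = no enzyme basal signal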
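Human spleen homogenate (1 ug) was the enzyme source, with 4-methylumbelliferyl-alpha-D-galactopyranoside (1 mM final) in pH 5.0 citrate buffer with 0.01% Tween-20. Compounds were titrated; after 40 min at 37C, NaOH/glycine stop, 4-MU fluorescence read; AC50 from Hill fits.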
CBFb-RUNX1 inh: blocks binding between human CBF-beta and RUNX1; Potency, µM (doses to about 59.8 µM), for inactives: top-dose activity, negative = inhibition, usual class: inhibitors; 230,000 tested, under 10 active; AlphaScreen CBFb-His/RUNX1-biotin binding, biochemical; Q01196+Q13951; also: % of control where 0% means no effect
Target sequence (Q01196 whole entry, looked up): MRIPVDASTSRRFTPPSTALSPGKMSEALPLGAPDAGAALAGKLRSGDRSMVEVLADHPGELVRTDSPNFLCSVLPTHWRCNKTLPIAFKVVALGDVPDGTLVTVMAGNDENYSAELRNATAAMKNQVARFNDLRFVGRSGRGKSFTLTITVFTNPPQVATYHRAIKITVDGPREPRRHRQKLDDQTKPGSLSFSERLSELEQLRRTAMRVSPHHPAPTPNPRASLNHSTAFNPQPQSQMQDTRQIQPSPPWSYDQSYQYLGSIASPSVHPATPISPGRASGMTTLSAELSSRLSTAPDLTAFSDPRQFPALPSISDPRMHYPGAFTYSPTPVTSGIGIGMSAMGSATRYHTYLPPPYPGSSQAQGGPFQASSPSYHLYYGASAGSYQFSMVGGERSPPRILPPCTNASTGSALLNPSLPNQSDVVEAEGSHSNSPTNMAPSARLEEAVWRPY
Target sequence (Q13951 whole entry, looked up): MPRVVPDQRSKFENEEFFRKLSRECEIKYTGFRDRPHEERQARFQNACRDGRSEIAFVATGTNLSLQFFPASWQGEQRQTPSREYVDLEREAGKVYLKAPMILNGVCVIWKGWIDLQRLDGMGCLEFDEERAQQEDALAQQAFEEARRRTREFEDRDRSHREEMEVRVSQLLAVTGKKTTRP
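CBFb-His/RUNX1-biotin, 30 nM each, preincubated 20 min RT; compound 15 min RT; Ni + streptavidin beads 50 ng each, 90 min RT; AlphaScreen read.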
Tau FP inhib: blocks human tau fibril formation measured by polarization | Potency, µM (series often up to 57.7 µM), without a hit: top-dose activity, negative = inhibition, most hits filed as inhibitors | hit rate 0.39% among 280,000 | K18 P301L tau heparin fibrillization, Alexa594 FP, 6 h; also: potency is read from the fitted curve at half-maximal effect; % is scaled to controls: 0 for no effect and ±100 for the full control effect; nearly all actives have a fitted effect of over 55% in size
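Quantitative HTS format: compounds meet 15 uM recombinant K18 P301L tau and Alexa 594-tau tracer in 100 mM sodium acetate pH 7; 20 uM heparin triggers fibrillization at 37 C over 6 hr; FP gives the signal.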
NPSR antag: neuropeptide S receptor (human) antagonism, cAMP; CHO-NPSR cells, cAMP TR-FRET, antagonist mode; Potency, µM (top dose mostly 38.3 µM), inactives show at the top dose activity change, negative = inhibition, usual class: inhibitors; hit rate 1% among 220,000; AID 1461; also: potency is read from the fitted curve at half-maximal effect; % is scaled to controls: 0 for no effect and ±100 for the full control effect; nearly all actives have a fitted effect of over 50% in size; many of its hits are not listed in these tables
Target sequence (Q6W5P4 whole entry, looked up): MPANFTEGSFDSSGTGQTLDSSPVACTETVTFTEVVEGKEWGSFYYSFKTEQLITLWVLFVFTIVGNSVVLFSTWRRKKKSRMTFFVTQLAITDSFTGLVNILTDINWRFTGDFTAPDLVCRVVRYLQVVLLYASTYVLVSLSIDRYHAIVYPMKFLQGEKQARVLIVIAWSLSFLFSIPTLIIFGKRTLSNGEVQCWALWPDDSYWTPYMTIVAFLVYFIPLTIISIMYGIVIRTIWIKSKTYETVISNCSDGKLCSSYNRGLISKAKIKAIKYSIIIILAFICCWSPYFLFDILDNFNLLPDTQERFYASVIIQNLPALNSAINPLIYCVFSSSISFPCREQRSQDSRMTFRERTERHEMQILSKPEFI
Active calls of the source: *; ? = inconclusive; . = not tested or not shown; & = joins results of further samples; [ ] = dose if it differs, or a comment. Unless noted, calls follow the shape of the dose curve; as a rule, active = well fitted curve in the direction sought with a large enough effect; inconclusive = small, poorly fitted or top-dose-only effect, or another doubt; inactive = no such curve, though single readings can be large; an effect the other way counts as inactive or inconclusive. Only part of the results is shown; the hit share may differ from the screen's.

SMILES	TRb-SRC2 inh	Tau fluor cs	Epigenetic reg	TexasRed fluor	aGal spleen mod	CBFb-RUNX1 inh	Tau FP inhib	NPSR antag
Fc1ccc(CNc2ccc(CNc3ncn[nH]3)cc2)cc1	1%	-11%	-1.6%	-1%	-8%	-4%	9%	-7%[46.1 µM]
CC12CCC(c3c(CO)nn(-c4ccccc4)c31)C2(C)C (stereo unspecified)	-2%	-1%	4.9%	0%	-1%	2%	-1%	-4%[46.1 µM]
O=[N+]([O-])c1ccc(N2CCN(CCOc3nonc3-c3ccccc3)CC2)c(Cl)c1	-2%	?	0.0%	-5%	11%	0%	7%	-1%[46.1 µM]
CCC(=O)Nc1ccccc1-c1nc2ccccc2n(C(C)C(=O)Nc2cccc(Cl)c2C)c1=O (stereo unspecified)	2%	5%	-2.8%	-1%	.	.	10%	.
Cc1cc(C)c(NC(=O)Cn2c(=O)n(CCCCC(=O)NCc3ccccc3Cl)c(=O)c3ccccc32)c(C)c1	8%	-11%	2.7%	-23%	.	.	-11%	.
CCC1CCCCN1C(=O)c1nn(-c2ccc(OC)cc2)c(=O)c2c1c1ccccc1n2C (stereo unspecified)	-1%	-11%	12%	0%	.	.	-4%	.
CCCCN(C(=O)COc1ccc(NC(C)=O)cc1)C1CCS(=O)(=O)C1 (stereo unspecified)	-10%	-2%	-1.4%	-4%	-3%	7%	-3%	5%
COc1ccc(C(=O)NNC(=S)NC(=O)c2ccccc2[N+](=O)[O-])cc1	-3%	2%	2.1%	0%	-3%	1%	3%	-9%
Cc1ncc(CO)c2c1Oc1nc(-c3ccccc3Cl)nc(SCc3ccccc3F)c1C2	6%	-5%	3.3%	-2%	.	.	0%	.
O=C(OCC(=O)N(Cc1ccccc1)C1CCS(=O)(=O)C1)c1cc2c(s1)CCCC2 (stereo unspecified)	-2%	-15%	-1.9%	-1%	10%	-7%	-9%	-4%
Cc1ccc(CNC(=O)c2ccc(CSCc3cccc(C)c3)o2)cc1	-1%	-10%	0.9%	-3%	.	.	2%	.
CCC1SC2=NC(C)=C(C(=O)OCC(C)C)C(/C=C/c3ccccc3OC)N2C1=O (stereo unspecified)	-18%	-18%	-0.9%	0%	6%	-8%	-1%	-22%[46.1 µM]
Cc1cc(NC(=O)c2ccc(F)cc2)n(CCOC(=O)c2ccc(F)cc2)n1	-7%	3%	0.0%	-5%	1%	-4%	1%	?
Cc1cccc(CSc2nc3ccncc3n2CC(=O)Nc2ccc(C)c(C)c2)c1	-9%	-26%	-0.4%	-1%	4%	2%[2.36 µM]	?	-19%
Cn1c2c(c(=O)n(C)c1=O)C(C(F)(F)F)(C(F)(F)F)N=C(CCC1CCCCC1)N2	6%	?	-1.0%	-2%	-4%	7%	-1%	?
CCOc1ccc(CNC(=O)C2CCN(S(=O)(=O)c3cn(C)cn3)CC2)cc1OC	-5%	2%	-4.4%	0%	.	.	-9%	.
Cc1cc(NC(=O)Cn2c(=O)n(CCCCC(=O)NC3CCN(Cc4ccccc4)CC3)c(=O)c3ccccc32)n[nH]1	-11%	2%	-1.3%	-1%	-16%	?	-4%	7%
O=C(COC(=O)c1cc2ccccc2oc1=O)c1cccc([N+](=O)[O-])c1	4%	-3%	-1.1%	-3%	-5%	-4%	?	12%
O=c1ccc2c(OCCCCc3ccccc3)c3ccoc3cc2o1	-3%	-22%	-1.2%	-3%	5%	27%	-7%	?
COc1ccccc1NC(=O)c1sc2nc(C)c(C(=O)Nc3ccc(C)cc3C)c(-c3ccco3)c2c1N	-3%	-21%	8.9µM*	-2%	.	.	-12%	.
CCOC(=O)COc1ccc(C)cc1C(=O)c1ccn2nc(-c3ccc(Cl)cc3)cc2n1	9%	-17%	?	?	.	.	-2%	.
Cc1ccc(N/N=C(\C#N)C(=N)N2CCOCC2)cc1	-2%	-5%	0.0%	0%	-1%	6%	12%	-15%
Cc1ccc2c(c1)N(CCC(=O)NCc1ccc3c(c1)OCO3)C(=O)CO2	-1%	4%	2.5%	5%	22%	-3%	-5%	-1%[46.1 µM]
O=C(NCCN1CCOCC1)c1cnn2c(-c3ccccc3)cc(-c3ccccc3)nc12	-14%	-4%	-1.2%	-1%	16%	16%	4%	-29%[46.1 µM]
Cc1ccc(-c2cc(Cc3ccccn3)c(=O)[nH]n2)cc1	-9%	?	-1.8%	0%	-12%	-5%	-6%	21%
CCOC(=O)C1(Cc2ccc(Cl)cc2)CCN(C(=O)CCc2ccncc2)CC1	6%	-3%	-2.9%	-5%	9%	14%	-2%	8%
Cc1cccc(N2CCN(S(=O)(=O)c3ccc4oc(=O)c5ncn(C)c5c4c3)CC2C)c1 (stereo unspecified)	1%	7%	4.3%	0%	.	.	0%	.
CC1CC(C)(C)NC(=S)N1CCCC(=O)N1CCN(c2ccc(F)cc2)CC1 (stereo unspecified)	2%	-6%	-0.9%	0%	1%	-3%	-7%	0%
CCOc1cc(CNc2ccc(N3CCCCC3)cc2)cc(Br)c1OCC(=O)NC(C)(C)C	-20%	-25%	-0.9%	2%	-9%	?	-13%	-50%
COc1ccc(N(C2CSC2)S(=O)(=O)c2ccccc2)cc1	4%	-11%	-1.3%	-2%	4%	5%	-4%	-16%[46.1 µM]

Filtered by structure: the compounds so far with a nitro group on carbon (three)
SMILES	TRb-SRC2 inh	Tau fluor cs	Epigenetic reg	TexasRed fluor	aGal spleen mod	CBFb-RUNX1 inh	Tau FP inhib	NPSR antag
O=[N+]([O-])c1ccc(N2CCN(CCOc3nonc3-c3ccccc3)CC2)c(Cl)c1	-2%	?	0.0%	-5%	11%	0%	7%	-1%[46.1 µM]
COc1ccc(C(=O)NNC(=S)NC(=O)c2ccccc2[N+](=O)[O-])cc1	-3%	2%	2.1%	0%	-3%	1%	3%	-9%
O=C(COC(=O)c1cc2ccccc2oc1=O)c1cccc([N+](=O)[O-])c1	4%	-3%	-1.1%	-3%	-5%	-4%	?	12%

The list goes on:
SMILES	TRb-SRC2 inh	Tau fluor cs	Epigenetic reg	TexasRed fluor	aGal spleen mod	CBFb-RUNX1 inh	Tau FP inhib	NPSR antag
CCCOc1cccc(C2/C(=C(/O)c3ccc(OC)cc3)C(=O)C(=O)N2CCN(C)C)c1 (stereo unspecified)	3%	-3%	0.7%	-2%	-4%	0%	-3%	11%[46.1 µM]
COc1ccc(C(=O)NCC(=O)Nc2ccccc2)cc1OC	-12%	-18%	-11%	-6%	1%	3%	2%	-3%[46.1 µM]
CCOC(=O)c1nnc2c(-c3ccc(OC)cc3)c(C)nn2c1N	-14%	-12%	?	?	.	.	-6%	.
Cc1ccc(C)c(N2CCN(C(=O)c3cc(C)nc4c3c(C)nn4-c3cccc(F)c3)CC2)c1	3%	-15%	-1.3%	6%	.	.	-2%	.
O=C1NC(=S)N/C1=C/C=C/c1ccccc1	11%	6%	-2.9%	-2%	-7%	6%	-4%	-9%
Cc1cccc(C)c1NC(=O)CN1C(=O)CCSc2ccc(S(=O)(=O)N3CCCC3)cc21	-3%	-1%	0.0%	-12%	.	.	-1%	.
CC1CN(c2ccc([N+](=O)[O-])nc2)CC(C)O1 (stereo unspecified)	-2%	2%	-3.7%	-2%	-2%	13%	2%	6%
COC(OC)C(C)NC(=O)NC(=O)c1ccccc1Cl (stereo unspecified)	1%	-6%	-0.3%	0%	6%	2%	2%	-5%[7.67 µM]
CN=C(C)/C(C(=O)OC)=C(/O)c1ccccc1F	-6%	2%	10%	-1%	-1%	4%	-4%	-8%
CC(NC(=O)Cc1cccs1)C(c1cccs1)N1CCOCC1 (stereo unspecified)	-22%	-4%	-1.0%	0%	-10%	-4%	3%	-5%
CCOC(=O)c1c(-c2ccccc2)oc2cc(Br)c(OCc3ccccc3)cc12	-6%	-15%	-0.8%	-30%	.	.	-8%	.
COc1ccc(-c2cc(C(F)(F)F)nc(-n3cc(Br)cn3)n2)cc1	-3%	-17%	0.1%	-4%	11%	4%	2%	?
COC(=O)c1sc2nc(C)nc(SCC(=O)N3CCC(C(=O)O)CC3)c2c1C	-4%	0%	-0.2%	4%	-3%	-6%	-3%	-2%
Cc1ccccc1N1CCN(C(=S)c2ccccc2)CC1	4%	-10%	10%	0%	6%	13%	1%	-9%
CCN(CC)CCN1C(=O)C(=O)/C(=C(/O)c2ccncc2)C1c1ccccc1 (stereo unspecified)	-3%	6%	-0.9%	-4%	-6%	3%	?	4%[46.1 µM]
CCCCn1c(=O)[nH]c(=O)c2c1nc(-c1ccc(C#N)cc1)n2C1CCCC1	0%	-11%	-8.8%	0%	7%	0%	?	-8%[46.1 µM]
O=c1c2ccccc2nnn1Cc1nnc(-c2ccccc2Br)o1	1%	1%	1.8%	-4%	2%	-3%	-2%	-6%[46.1 µM]
O=C(O)CCS(=O)(=O)c1ccccc1Cl	-4%	-1%	-3.4%	1%	12%	4%	-2%	10%
COc1cc(OC)c(/C=N/NC(=O)c2ccncc2)cc1Br	-3%	7%	1.5%	-1%	5%	8%	3%	6%
N[C@H](C(=O)O)c1ccc(O)c(C(=O)O)c1	-4%&7%	-3%&-6%	3.2%&0.8%	-8%&-1%	8%&-4%	?	0%&5%	.
CC1(C)Cc2c(cnn2-c2ccccc2)-c2c1c1ccccc1n2CC(O)CBr (stereo unspecified)	-1%	-17%	0.8%	-5%	-17%	-20%	-9%	?
Cc1nc(C(=O)N/N=C/c2[nH]ncc2Br)cs1	2%	-6%	-0.2%	-3%	-10%	-4%	3%	-3%
COC(=O)C1=CN(CCCN2CCCC2=O)C=C(C(=O)OC)C1c1ccccc1C(F)(F)F	-2%	-5%	-1.4%	1%	?	10%	-4%	-12%[46.1 µM]
O=C(CSCc1c(Cl)cccc1Cl)Nc1ccccc1C(=O)N1CCOCC1	-10%	-5%	-1.0%	1%	-10%	1%	-2%	-17%[46.1 µM]
CCOn1c(=O)c(-c2ccc(Cl)cc2)[n+]([O-])c2ccccc21	-7%	-3%	-0.7%	-11%	0%	4%	-2%	12%[46.1 µM]
CCN(CC)c1ccc(C=Nc2cc(C)cc(C)c2)c(O)c1	-7%	2%	-4.8%	1%	-1%	7%	8%	-27%

Screens deposited in PubChem BioAssay by National Center for Advancing Translational Sciences (NCATS).
